PolyA inhibitor: polyadenylation inhibitors in yeast reporter cells, primary screen, luminescence, S. cerevisiae. S. cerevisiae SKY197-pL101 polyadenylation reporter, beta-gal luminescence; efflux-impaired pdr1/pdr3 knockout yeast; score 100 = 6 SD above DMSO. calls only at 12 µM. 300,000 tested, 0.02% active. AID 1875, 2009;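 active means lowest replicate activity score at least 50, where 100 means six control SD above control mean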;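 further: yeast exposed to compound for 9 h at 30 °C; higher score means more reporter readthrough which indicates perturbed polyadenylation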
Dyrk1A ADPGlo: rat Dyrk1A kinase inhibitors, primary screen, biochemical, single point, plate reader. Dual specificity tyrosine-phosphorylation-regulated kinase 1A (Rattus norvegicus), Q63470. ADP-Glo luminescence, NFATc1 peptide. inhibition, % at 12.5 µM. 310,000 tested, 0.43% active; in the data active means inhibition above about 50%;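 further: plate controls were vehicle with enzyme for no effect and no enzyme for full effect; many of its hits are not listed in these tables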
KCNQ1 act: potentiators or activators of KCNQ1 channel, primary screen, cell-based, thallium flux, high-throughput; Potassium voltage-gated channel subfamily KQT member 1 (Homo sapiens), P51787; CHO-K1 KCNQ1, thallium flux FluxOR fluorescence; active compounds read high; B-score at 10 µM; 310,000 tested, 0.35% active; AID 2648, 2010;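 active means fluorescence ratio B-score, a plate-corrected score, at least three library SD, with initial intensity B-score within 5 SD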
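Assay system: stable KCNQ1 CHO-K1 line; medium: assay buffer, equal DMSO in all wells; timing: 90 min dye loading and 20 min compound exposure, both at room temperature; technique: kinetic FluxOR thallium fluorescence, 10-s 1-Hz baseline, 110-s post-stimulus read; read-out basis: B score of baseline-normalized fluorescence ratio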
GSK3beta inhib: human GSK3beta kinase inhibitors, primary screen, biochemical, cell-free homogeneous, HTS; activity score (negative = inhibition), % at 10 µM; 300,000 tested, 0.038% active; Glycogen synthase kinase-3 beta (Homo sapiens), P49841; GST-GSK3beta kinase, ADP-Glo luminescence, 60 min; active compounds read low;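 active means more than half of replicate wells score below -50%, meaning over 50% inhibition versus plate controls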;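 further: 0% = median DMSO wells and -100% = median GW8510 positive control wells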
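Test system: GST-tagged human GSK3beta kinase, cell-free; evaluation: activity score scaled between in-plate DMSO and GW8510 controls; measured by: ADP-Glo luminescence; incubation: 60 min reaction, RT; benchmarks: DMSO and 20 µM GW8510; reagent: peptide substrate plus 25 µM ATP (final); medium: Tris/MgCl2 kinase buffer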
KCNK3 block: human KCNK3 channel inhibitors, primary screen, CHO cells, FluxOR thallium flux, B-score; Potassium channel subfamily K member 3 (Homo sapiens), O14649; AID 602410, 2012; FluxOR fluorescence; active compounds read low; 340,000 tested, 0.84% active; B-score at 10 µM;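 active means B-score under library mean minus 4 SD, starting fluorescence ratio at most library mean plus 5 SD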;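 further: more negative B-score means stronger inhibition of thallium flux through KCNK3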
GSK3A inh: blockers of GSK3A enzyme activity – biochemical, luminescence, cell-free homogeneous, HTS, primary screen; Glycogen synthase kinase-3 alpha (Homo sapiens), P49840; GSK-3 alpha kinase, ADP-Glo luminescence, 60 min; inhibition, % at 10 µM; 320,000 tested, 0.1% active;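 in the data active means inhibition above about 50%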;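 further: GST-tagged GSK-3 alpha with peptide substrate and 25 µM ATP; 0% = DMSO neutral wells and 100% = GW8510 positive control wells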
KCNQ1 inh: inhibitors of human KCNQ1 channel, primary screen, cell-based, thallium flux, high-throughput. Potassium voltage-gated channel subfamily KQT member 1 (Homo sapiens), P51787. CHO-K1 KCNQ1, FluxOR thallium flux fluorescence; active compounds read high. B-score at 10 µM. 310,000 tested, 1.3% active. AID 2642, 2010;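 active means compounds whose thallium flux B-score, printed positive for inhibition, exceeds three library SD while starting fluorescence stays within three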;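 further: channel opened by potassium depolarization with thallium stimulus after 20 min compound exposure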
KCNK9 inh: KCNK9 potassium channel inhibitors, primary screen, HEK293 cells, thallium flux | FluxOR thallium flux fluorescence; active compounds read low | B-score at 10 µM | 310,000 tested, 1.2% active | AID 488922, 2010;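 active means ratio B-score over 3 SD below the library mean, with starting fluorescence within 5 SD of its mean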;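 further: negative B-score means less thallium flux so channel inhibition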
RGS4 inh: RGS4 inhibitors, primary screen, cell-based, HEK293 M3R inducible RGS4, calcium flux. Regulator of G-protein signaling 4 (Homo sapiens), P49798. Fluo-4 calcium flux; active compounds read high; triggered by carbachol at its EC20. B-score at 10 µM. 310,000 tested, 0.45% active. AID 463165, 2010;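 active means B-score, a plate-corrected calcium signal, over three deviations above library mean, with baseline fluorescence within five deviations of library mean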;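 further: RGS4 expression induced by doxycycline in cells with stable M3 receptor; B-score is computed from the integrated fluorescence ratio over baseline after carbachol; higher B-score means a larger calcium signal and so more RGS4 inhibition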
hERG rescue: hERG rescue from dofetilide block, primary screen, cell-based, CHO-hERG, FluxOR thallium flux, dofetilide IC70. dofetilide IC70 present. activation (rescue from dofetilide block), less the hit threshold, % at 10 µM. Voltage-gated inwardly rectifying potassium channel KCNH2 (Homo sapiens), Q12809. 310,000 tested, 0.51% active. AID 1511, 2009;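 active means activation above the mean of controls blocked by dofetilide plus 5 SD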;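 further: thallium influx through hERG after potassium depolarization seen as dye fluorescence rise; in these data hits start at about 4.7%; inactives centre near -7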
Target sequence (Q12809 whole entry, looked up): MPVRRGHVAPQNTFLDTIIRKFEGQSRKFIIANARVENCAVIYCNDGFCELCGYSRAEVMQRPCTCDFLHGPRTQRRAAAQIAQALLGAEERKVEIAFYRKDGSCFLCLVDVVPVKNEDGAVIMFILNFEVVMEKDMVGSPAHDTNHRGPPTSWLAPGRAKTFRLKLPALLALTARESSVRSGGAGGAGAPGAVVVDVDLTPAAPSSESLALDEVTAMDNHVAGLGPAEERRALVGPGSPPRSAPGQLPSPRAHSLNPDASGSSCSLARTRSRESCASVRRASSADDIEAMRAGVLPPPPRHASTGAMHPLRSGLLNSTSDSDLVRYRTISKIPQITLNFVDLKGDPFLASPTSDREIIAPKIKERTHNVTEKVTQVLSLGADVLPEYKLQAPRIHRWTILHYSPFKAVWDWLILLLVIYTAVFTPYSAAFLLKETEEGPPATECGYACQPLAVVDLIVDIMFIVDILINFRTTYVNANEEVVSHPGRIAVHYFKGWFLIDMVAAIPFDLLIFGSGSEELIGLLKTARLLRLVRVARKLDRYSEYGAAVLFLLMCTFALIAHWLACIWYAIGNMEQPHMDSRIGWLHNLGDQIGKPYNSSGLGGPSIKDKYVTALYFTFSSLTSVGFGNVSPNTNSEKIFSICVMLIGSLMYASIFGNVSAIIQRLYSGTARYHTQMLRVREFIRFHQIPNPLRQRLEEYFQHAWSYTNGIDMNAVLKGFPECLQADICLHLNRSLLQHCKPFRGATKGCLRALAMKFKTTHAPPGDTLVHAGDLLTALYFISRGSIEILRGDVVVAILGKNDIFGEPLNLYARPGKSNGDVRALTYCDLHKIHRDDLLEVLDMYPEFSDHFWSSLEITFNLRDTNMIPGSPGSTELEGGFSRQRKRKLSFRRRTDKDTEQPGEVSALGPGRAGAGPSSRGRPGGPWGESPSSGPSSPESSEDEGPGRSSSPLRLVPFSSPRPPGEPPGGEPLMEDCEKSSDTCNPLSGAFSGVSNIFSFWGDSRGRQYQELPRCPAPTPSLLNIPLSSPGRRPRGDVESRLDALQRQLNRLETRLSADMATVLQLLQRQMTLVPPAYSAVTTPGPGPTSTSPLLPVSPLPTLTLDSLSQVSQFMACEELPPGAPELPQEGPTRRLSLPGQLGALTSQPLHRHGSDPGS
RGS4 act: RGS4 potentiators or activators, primary screen, cell-based, HEK293 M3R inducible RGS4, calcium flux. carbachol calcium flux Fluo4; active compounds read low. 310,000 tested, 0.92% active. B-score at 10 µM. AID 463111, 2010;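 active means B-score of the integrated calcium signal more than 4 SD below the library mean, with starting fluorescence not abnormally high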;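 further: negative B-score means reduced calcium response which marks RGS4 activation or potentiation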
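Reagent: ECmax carbachol challenge; Test system: M3R-expressing HEK293 line, RGS4 induced by doxycycline; Schedule: overnight RGS4 induction, 30 min dye load 37 °C, 20 min compound RT; Detection: calcium dye Fluo4 fluorescence; Read-out: Agonist-evoked peak-minus-minimum fluorescence over baseline, integrated ratio, B score.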
* marks the source's active call; other numbers are inactive results; i = inactive; / = not tested or not shown. The list is partial. The share of hits here may be higher or lower than overall.

SMILES	PolyA inhibitor	Dyrk1A ADPGlo	KCNQ1 act	GSK3beta inhib	KCNK3 block	GSK3A inh	KCNQ1 inh	KCNK9 inh	RGS4 inh	hERG rescue	RGS4 act
Cc1cc(-c2nn3c(-c4ccccc4)nnc3s2)c2ccccc2n1	i	7	i	-3	i	4	i	i	i	-6	i
CN1CCN(C(=O)C2CC(c3ccc(F)cc3)=NO2)CC1 (stereo not drawn)	i	1	i	0	i	/	i	i	i	-5	i
COc1ccccc1N1CCN(S(=O)(=O)c2c(C)[nH]c(=O)[nH]c2=O)CC1	i	5	i	2	i	-7	i	i	i	-14	i
COc1ccc(-c2csc(Nc3ccc(S(N)(=O)=O)cc3)n2)cc1OC	i	9	i	1	i	-1	i	i	i	-14	i
COc1ccc(-n2cc(-c3ccccc3)c3c(=S)nc[nH]c32)cc1	i	-2	8*	3	i	-1	i	i	i	-6	i
CC(C)CN(CC(C)C)S(=O)(=O)c1cc([N+](=O)[O-])ccc1N1CCCCCC1	i	-2	i	-4	i	0	7*	i	i	0	i
CCOC(=O)N1CCN(C(=O)c2ccc3nc(C)sc3c2)CC1	i	7	i	1	i	3	i	i	i	-4	i
COc1ccc(N2CCN(C(=O)CCc3ccccc3)CC2)cc1	i	-5	i	0	i	-4	i	i	i	-6	i
COc1ccc(C2C(C(=O)N3CCOCC3)CCC(=O)N2c2ccc(OC)cc2)cc1 (stereo not drawn)	i	5	i	-19	i	0	i	i	i	-3	i
CC1CCCCC1NS(=O)(=O)CCNC(=O)c1ccc2c(c1)OCO2 (stereo not drawn)	i	-6	i	0	i	0	i	i	i	-14	i
CCSc1nc2c([nH]c3ccccc32)c(=O)n1C	i	-3	i	0	i	0	i	i	i	-7	i
O=C(CN1c2cccc3cccc(c23)S1(=O)=O)N1CCOCC1	i	-4	i	1	i	5	i	i	i	-6	i
CCCNC(=O)Cn1cnc2sc(C(=O)Nc3cc(OC)c(OC)c(OC)c3)c(C)c2c1=O	i	3	i	0	i	-1	i	i	i	-12	i
CCOc1ccccc1NC(=O)c1ccc(CN2CCc3ccccc3C2)cc1	i	22	i	4	i	-1	i	i	i	-11	i
CCN(CC)S(=O)(=O)c1cc(NC(=O)COC(=O)CCC(=O)c2ccc(F)cc2)ccc1C	i	-1	i	1	i	-2	i	i	i	-6	i
O=C(c1cccs1)N1CCn2c1nc1ccccc12	i	-2	i	2	i	1	i	i	i	-9	i
Cc1ccc(-n2c(C)nc3oc4ccccc4c(=O)c3c2=O)cc1	i	2	i	-2	i	0	i	i	i	-7	i
O=C(COC(=O)c1ccc(S(=O)(=O)NCc2ccco2)cc1)Nc1ncc(Cl)cc1Cl	i	-2	i	0	i	-1	i	i	i	-1	i
CCCC(=O)Nc1cc(=O)n(C)c(=O)n1C	i	9	i	1	i	0	i	i	i	-19	i
O=C(NCc1ccccc1)N1CCn2c(nc3ccccc32)C1	i	3	i	-6	i	-2	i	i	i	-8	i
Cc1nn(C)cc1CNC(=O)C1C2CCC(O2)C1C(=O)O (stereo not drawn)	i	/	i	4	/	-3	i	i	i	-3	i
O=C1C=CC(=O)N1c1ccc(Sc2ccc([N+](=O)[O-])cc2)cc1	i	/	i	3	/	-2	i	i	i	-6	i
C[n+]1c(/C=C/c2ccc(O)cc2)ccc2ccccc21	i	8	i	4	i	2	i	i	i	-11	i
C=CCn1cccc(C(=O)Nc2ccc(F)cc2)c1=O	i	-3	i	-5	i	-1	i	i	i	-6	i
Fc1ccccc1Cc1noc(CN(Cc2ccccn2)CC2CCCO2)n1 (stereo not drawn)	i	/	i	1	i	-1	i	i	i	-16	i

The listing continues:
SMILES	PolyA inhibitor	Dyrk1A ADPGlo	KCNQ1 act	GSK3beta inhib	KCNK3 block	GSK3A inh	KCNQ1 inh	KCNK9 inh	RGS4 inh	hERG rescue	RGS4 act
O=C(NCCO)C(F)(F)C(F)(F)C(F)(F)OC(F)(C(=O)NCCO)C(F)(F)F (stereo not drawn)	i	-4	i	2	i	0	i	i	i	-9	i
O=C(CCc1ccccn1)N1CCCC(Nc2ccc(F)cc2)C1 (stereo not drawn)	i	/	i	-1	i	0	i	i	i	-6	i
O=C(Nc1cccc(S(=O)(=O)N2CCOCC2)c1)c1cnccn1	i	6	i	-3	i	-2	i	i	i	-20	i
COc1ccc(-c2nnn(CC(=O)N3CCN(c4ccccc4OC)CC3)n2)cc1OC	i	-1	i	1	i	1	i	i	i	-4	i
C=CCc1cc(/C=C2/NC(=O)N(CC)C2=O)cc(OCC)c1OCc1ccc(C(=O)O)cc1	i	-4	i	3	i	0	i	i	i	-12	i
Cc1ccc(NCN2C(=O)C(=O)c3ccccc32)nc1	i	2	i	0	i	-5	i	i	i	-8	i
COc1cccc(N=c2oc3ccccc3cc2-c2nc3ccccc3[nH]2)c1	i	-4	i	-1	i	-2	i	i	i	-3	i
C/C(=N\OCC(=O)OCC(=O)NC(=O)c1ccc(OC(F)F)cc1)c1ccc2c(c1)OCO2	i	26	i	-3	i	4	i	i	i	-5	i
CC(OC(=O)c1ccc2c(=O)n3c(nc2c1)CCC3)C(=O)NC1CCCCC1C (stereo not drawn)	i	-2	i	-2	i	0	i	i	i	-6	i
COc1cc(C2CC(=O)c3cnc(NC(C)=O)nc3C2)cc(OC)c1OC (stereo not drawn)	i	8	i	2	i	-2	i	i	i	-4	i
Cc1cc(/C=C(\C#N)C(=O)NC2CC2)c(C)[nH]1	/	-2	i	-4	i	-3	i	i	i	-8	i
COc1cc(OC)c(NC(=O)CCNS(=O)(=O)c2ccc3c(c2)CC(C)N3C(C)=O)cc1Cl (stereo not drawn)	i	4	i	1	i	0	i	i	i	-10	i
O=C(C1CCCCC1)N1CCC(c2nc3ccccc3[nH]2)CC1	i	1	i	-4	i	-1	i	i	i	-11	i
CCc1nnc(NC(=O)[C@@H](NC(=O)c2cccc(C)c2)C(C)C)s1	i	6	i	2	i	1	i	i	i	-5	i
Cc1ccc(S(=O)(=O)Nc2ccc3c(c2)nc(CN2CCCC2)n3C)cc1	i	-14	i	-4	i	/	i	i	i	-5	i
O=C1C(=O)N(CCN2CCOCC2)C(c2cccc(Cl)c2)/C1=C(/O)c1ccc2c(c1)OCO2 (stereo not drawn)	i	-5	i	-3	i	-5	i	i	i	-8	i
CC(C)c1ccc(NS(=O)(=O)c2cn(C)c(=O)n(C)c2=O)cc1	i	3	i	0	i	0	i	i	i	-5	i
COc1ccc(-c2cnc(OC(C)(C)C)nc2OC(C)(C)C)cc1OC	i	-4	i	-1	i	-2	i	i	i	-9	i
Cc1ccc(S(=O)(=O)Cc2ccc(C(=O)NCCCN3CCCC3=O)o2)cc1	i	-6	i	-1	i	-1	i	i	i	-10	i
Cc1ccnc(NC(=O)CCCOc2ccc(Cl)cc2C)c1	i	/	i	-1	/	2	i	i	i	1	i
COc1ccccc1NC(=O)COc1ccc(CO)cc1Cl	i	24	i	3	i	10	i	i	i	-7	i
CCOC(=O)CSC1=C(C#N)C(c2ccc(Cl)cc2)C(C(=O)OC)C(=O)N1 (stereo not drawn)	i	3	i	-4	i	3	i	i	i	0	i
CN(C(=O)NC(=O)C1=C(N2CCOCC2)/C(=C/c2ccccc2)CC1)S(C)(=O)=O	i	/	i	1	i	-3	i	i	i	-6	i
COC(=O)c1cc2nc(-c3ccc(OC)cc3)cc(C(F)(F)F)n2n1	/	0	i	-1	i	6	i	i	i	-3	i
CC(C)NCC(O)COCCOc1ccc(C(C)(C)C)cc1 (stereo not drawn)	i	-4	i	1	i	-1	i	i	i	-7	i

Further entries follow.
SMILES	PolyA inhibitor	Dyrk1A ADPGlo	KCNQ1 act	GSK3beta inhib	KCNK3 block	GSK3A inh	KCNQ1 inh	KCNK9 inh	RGS4 inh	hERG rescue	RGS4 act
CCCCOc1ccc(/C(O)=C(\C#N)c2nc3ccccc3[nH]2)cc1	i	-2	i	0	i	-2	i	i	i	-3	i
CCC(CC)C(=O)Nc1nc(-c2ccc3c(c2)CCN3C(=O)C2CC2)c(C)s1	i	8	i	5	i	0	i	i	i	-8	i
COc1ccc(CCN2CCCn3c2nc2c3c(=O)n(CC(N)=O)c(=O)n2C)cc1OC	i	-1	i	-1	i	6	i	i	i	-7	i
CCCN1C2=C(C(=O)CC(C)(C)C2)C(c2ccc(F)cc2)C2=C1c1ccccc1C2=O (stereo not drawn)	i	0	i	3	i	1	i	i	i	-10	i
O=C(Nc1ccc(Br)cc1)Nc1ccccc1Cl	i	1	i	-18	-8.7*	-3	7*	-6.7*	i	-8	i
CC(=O)c1ccc(NC(=S)N2CCC(Cc3ccccc3)CC2)cc1	i	-1	i	0	i	-2	i	i	i	-3	i
CC1CCCCN1C(=O)CSc1nnc(-c2ccccc2F)o1 (stereo not drawn)	i	1	i	0	i	-1	i	i	i	2	i
O=C(COc1ccc(Cl)cc1)Nc1cccc(-c2ccc(N3CCOCC3)nn2)c1	i	3	i	-1	i	-1	i	i	i	-13	i
COc1ccc(COC(=O)c2ccc3c(=O)n4c(nc3c2)CCC4)cc1F	i	/	i	-2	/	0	i	i	i	-11	i
COc1ccc(OC)c(C(=O)NC(CC(N)=O)c2ccc(NCCOc3ccccc3)c([N+](=O)[O-])c2)c1 (stereo not drawn)	i	6	i	1	i	3	i	i	i	-6	i
CS(=O)(=O)c1nc(S(=O)(=O)c2ccc(Cl)cc2)c(N2CCCCC2)s1	i	5	i	2	i	-2	i	i	i	-3	i

Screening results deposited in PubChem BioAssay by several laboratories.
